Assay outcomes deposited in PubChem by The Scripps Research Institute Molecular Screening Center.
M1 antag = human M1 muscarinic receptor antagonists, primary screen, CHO-K1 cells, Fluo-8 calcium fluorescence, 1536-well. AID 588852, 2011. hit rate 1.3% among 360,000. CHO-K1 hM1, ACh EC80 antagonist. inhibition, % at 3 µM. Muscarinic acetylcholine receptor M1 (Homo sapiens), P11229;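 active = percent inhibition above its own plate's cutoff, namely the mean of that plate's compound wells plus 3 SD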;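 also: peak over basal fluorescence ratio during 140 s after agonist addition; 0% = ACh EC80 plus DMSO and 100% = DMSO alone without agonist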
Target sequence (P11229 whole entry, looked up): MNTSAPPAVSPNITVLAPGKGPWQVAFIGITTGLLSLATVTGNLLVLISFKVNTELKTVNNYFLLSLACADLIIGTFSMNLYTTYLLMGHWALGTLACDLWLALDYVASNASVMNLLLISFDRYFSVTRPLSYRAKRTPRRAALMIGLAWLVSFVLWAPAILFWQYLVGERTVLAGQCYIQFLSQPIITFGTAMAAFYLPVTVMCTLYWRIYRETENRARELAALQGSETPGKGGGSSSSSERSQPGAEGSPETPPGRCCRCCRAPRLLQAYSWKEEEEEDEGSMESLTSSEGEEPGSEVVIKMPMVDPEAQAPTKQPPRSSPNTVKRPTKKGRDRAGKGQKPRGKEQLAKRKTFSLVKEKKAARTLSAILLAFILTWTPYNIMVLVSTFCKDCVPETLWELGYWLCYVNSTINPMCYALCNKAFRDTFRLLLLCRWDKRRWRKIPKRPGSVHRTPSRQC
M1 ag = human M1 muscarinic receptor agonists, primary screen, Fluo-8 calcium fluorescence, CHO-K1 cells, HTS | activation, % at 3 µM | CHO-K1 hM1, agonist mode; 0% DMSO, 100% acetylcholine EC100 | hit rate 0.33% among 360,000;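 active = activation above the run's mean compound activation plus 3 SD, cut at about 16% in these data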;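 also: peak over basal fluorescence ratio within a 140 s kinetic read after compound addition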
CHO-K1 Ca ag = counter-screen for M1 agonists: effect in parental CHO-K1 cells | hit rate 0.48% among 360,000 | Fluo-8 calcium fluorescence; scaled to maximal ATP response, vehicle zero | activation, % at 3 µM; in the data active = activation above about 15%;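 also: untransfected CHO-K1 host cells lacking M1 receptor as counterscreen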
OXTR potentiator = human OXTR potentiators, primary screen, fluorescence, CHO-OTR cells, Fluo-8 calcium | Oxytocin receptor (Homo sapiens), P30559 | Fluo-8 calcium fluorescence, potentiator mode; 0% = oxytocin EC15, 100% = EC100 | activation, % at 3 µM | hit rate 0.061% among 320,000 | AID 2445, 2010;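 active = activation above that plate's cutoff, the mean activation of tested compounds plus 3 SD, cut at about 6.6% in these data, passing the limit was not always enough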;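 also: 100% uses oxytocin at 75 nM as the full agonist control; some results filed as inactive read as strong as hits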
Target sequence (P30559 whole entry, looked up): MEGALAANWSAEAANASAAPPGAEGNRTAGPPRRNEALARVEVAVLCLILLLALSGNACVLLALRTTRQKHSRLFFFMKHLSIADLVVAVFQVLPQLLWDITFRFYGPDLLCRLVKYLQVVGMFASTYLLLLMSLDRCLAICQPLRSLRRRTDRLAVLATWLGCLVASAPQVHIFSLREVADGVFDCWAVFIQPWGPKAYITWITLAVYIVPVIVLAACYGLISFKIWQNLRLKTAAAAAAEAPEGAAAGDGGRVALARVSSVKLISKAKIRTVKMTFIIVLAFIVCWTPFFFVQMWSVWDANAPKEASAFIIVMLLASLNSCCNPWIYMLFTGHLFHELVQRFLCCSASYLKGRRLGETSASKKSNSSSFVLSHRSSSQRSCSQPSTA
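assay system = CHO-OTR cells, human receptor | schedule = compound 6 min at room temperature before oxytocin, 100 s read | detection = Fluo-8 intracellular calcium fluorescence, ex 470-495, em 515-575 nm | evaluation = normalized max/min fluorescence ratio, % activation | control set = EC15 oxytocin alone as 0%, 75 nM oxytocin (EC100) as 100%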
CHO-K1 Ca antag = counter-screen for M1 antagonists: effect in parental CHO-K1 cells; inhibition, % at 3 µM; ATP-induced calcium, Fluo-8 fluorescence; hit rate 0.6% among 360,000;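 active = inhibition above a per-plate cutoff, the plate's mean sample inhibition plus 3 SD, cut at about 24% in these data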;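 also: 0% = DMSO plus EC80 ATP and 100% = DMSO alone without ATP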
CHO parental Ca = ATP-evoked calcium signal inhibitors, parental CHO, primary screen, counter-screen for OX1R antagonist project, cell-based, fluorescence, Fluo-8 calcium dye. AID 463079, 2010. parental CHO-K1, ATP-induced calcium, Fluo-8 fluorescence. hit rate 0.63% among 330,000. inhibition, % at 5.6 µM;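 active = inhibition above that plate's mean sample inhibition plus 3 SD, cut at about 26% in these data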;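 also: 0% = ATP-challenged DMSO wells and 100% = DMSO wells without ATP; some compounds past the cut are filed as inactive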
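Assay system: untransfected parental CHO cell line. Also added: ATP agonist challenge. Dosing: one dose, 5.6 µM nominal. Measured by: Fluo-8 fluorescence. Read-out: % inhibition. Benchmarks: ATP wells versus no-ATP DMSO wells. Repeats: no replicates.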
M4 ag = human M4 muscarinic receptor agonists, primary screen, CHO-K1 cells, Fluo-8 calcium fluorescence; CHO-K1 hM4/Gqi5; vehicle 0%, full acetylcholine response 100%; hit rate 0.14% among 360,000; activation, % at 3 µM; Muscarinic acetylcholine receptor M4 (Homo sapiens), P08173;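 active = activation above the run mean over all test wells plus 3 SD, cut at about 32% in these data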;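 also: peak over basal fluorescence ratio per well then scaled between controls; 0% = DMSO wells and 100% = acetylcholine at EC100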
CHRM1 PAM = human M1 muscarinic receptor positive allosteric modulators, primary screen, CHO-K1 cells, Fluo-8 calcium fluorescence, 1536-well. AID 588819, 2011. CHO-K1 hM1, ACh EC20; 0% = ACh EC20, 100% = maximal ACh. activation, % at 3 µM. hit rate 0.088% among 360,000. Muscarinic acetylcholine receptor M1 (Homo sapiens), P11229; in the data active = activation above about 19%, passing the limit was not always enough
M4 antag = human M4 muscarinic receptor antagonists, primary screen, CHO cells, Fluo-8 calcium fluorescence | CHO-hM4 cells, ACh EC80 | inhibition, % at 3 µM | hit rate 0.73% among 360,000 | AID 624125, 2012;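 active = inhibition above its plate's cutoff, the mean inhibition of sample wells plus 3 SD, cut at about 27% in these data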;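 also: 0% = acetylcholine EC80 with DMSO and 100% = DMSO without agonist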
* marks the source's active call; other numbers are inactive results; / = not tested or not shown. Compounds were not picked by outcome, and some 2.9% of all compounds hit somewhere here.

Results follow in this order: M1 antag | M1 ag | CHO-K1 Ca ag | OXTR potentiator | CHO-K1 Ca antag | CHO parental Ca | M4 ag | CHRM1 PAM | M4 antag
1: OCCCN=c1cc(-c2ccccc2)oc2ccc(Cl)cc12
 : 4.4 | -4.9 | 1.7 | -6.3 | -7.8 | -17.6 | 0.6 | 3.4 | 10.1
2: CCc1nnc(NC(=O)CSc2nnc(CNc3ccc(OC)cc3)n2CC)s1
 : -7.5 | -3.9 | -0.2 | -3.3 | -12.8 | -19.3 | 1.3 | 16.2 | -3.5
3: COCCOC(=O)c1c(NC(=O)CN2CCCc3ccccc32)sc(C(N)=O)c1C
 : -3.1 | -4.1 | 1.3 | -7.8 | 2.0 | -18.3 | 3.7 | 3.6 | 5.9
4: O=S(=O)(c1ccc(NCc2ccccc2)cc1)N1CCOCC1
 : 23.9 | -2.1 | 1.4 | -3.3 | 25.0* | -3.5 | 5.9 | -7.8 | -12.1
5: CO[C@H]1CC[C@@]2(C)[C@@H](CC[C@@H]3[C@@H]2CC[C@@]2(C)[C@H]3C[C@H](C(=O)O)O[C@]23CCCO3)C1
 : -17.8 | -5.8 | 0.3 | / | -11.0 | -1.5 | -0.3 | 10.2 | 0.7
6: CC1CCN(C(c2ccccc2)c2nnnn2C(C)(C)C)CC1 (stereo not drawn)
 : -20.7 | -8.6 | -0.6 | -8.9 | -3.8 | -21.1 | -0.8 | -2.2 | 4.9
7: CNC(=O)c1c(NC(=O)c2ccc3ncsc3c2)sc(C)c1C
 : -17.7 | -5.3 | 0.0 | / | -0.2 | / | 1.3 | 18.3 | 1.2
8: COc1ccc(CCN2CC(=O)NC(=O)C2)cc1OC
 : -1.0 | -4.5 | 1.0 | / | -10.7 | / | 0.4 | -3.9 | -9.4
9: CC(C(=O)C12CC3CC(CC(C3)C1)C2)N1CCOCC1 (stereo not drawn)
 : -8.8 | -4.2 | 1.1 | -1.9 | -10.5 | 0.4 | -0.2 | 5.6 | 6.1
10: O=C(CSc1nc2ccccc2[nH]1)N1CCN(c2ccc(F)cc2)CC1
 : -8.8 | -4.0 | 1.7 | -8.5 | -1.3 | -24.8 | 6.1 | 4.8 | 3.4
11: O=C1CCC(C(=O)N2CCCCO2)CN1CCc1ccc(Cl)cc1 (stereo not drawn)
 : 15.5 | -2.4 | -0.2 | 0.2 | 3.2 | -9.4 | 1.6 | -2.6 | 1.2
12: COc1ccc2oc(C(=O)OCC(=O)Nc3ccccc3OC)c(C)c2c1
 : 2.1 | -4.9 | 2.0 | -11.1 | -3.4 | -11.3 | 2.5 | -7.0 | -8.6
13: Cc1nnc(NC(=O)c2c(-c3ccccc3)noc2C)s1
 : -5.3 | -4.3 | 0.0 | -17.6 | -6.0 | -9.7 | 0.0 | 7.5 | 6.8
14: COc1ccc(-c2noc(C3CCCN(C(=O)c4ccc(F)cc4)C3)n2)cc1 (stereo not drawn)
 : 5.8 | -1.1 | 5.1 | -23.6 | 8.3 | -13.7 | 5.5 | -5.3 | 10.3
15: N#Cc1c(Cl)cccc1N1CCCC1
 : -14.1 | -6.9 | 0.3 | -5.6 | 1.5 | -3.4 | -1.5 | 6.1 | 5.3
16: COc1ccc(Nc2nnc(SCC(=O)N(CC(C)C)C3CCS(=O)(=O)C3)s2)cc1 (stereo not drawn)
 : -6.4 | -6.1 | 1.1 | / | 3.3 | / | 5.5 | 2.2 | -30.8
17: CCOC(=O)C1(Cc2ccccc2C)CCCN(S(=O)(=O)CC)C1 (stereo not drawn)
 : -13.7 | -2.3 | 0.1 | -4.8 | 18.0 | -4.1 | 1.4 | 7.8 | 4.3
18: S=c1[nH]nc(-c2ccncc2)n1Cc1ccco1
 : -4.1 | -3.5 | 0.4 | 4.0 | -10.9 | -5.7 | -0.6 | 10.9 | 7.8
19: COc1ccc(OCC(=O)Nc2cc(OC)ccc2N2CCCCC2)cc1
 : 1.2 | -3.4 | 6.7 | -11.3 | 10.1 | -31.2 | -0.1 | 2.5 | 6.0
20: O=C(NCCc1ccc(Cl)cc1)Nc1cccc(Cl)c1
 : -1.2 | 3.9 | 6.7 | -14.0 | 1.8 | 3.0 | 7.5 | 5.2 | -4.0
21: Cc1cc(C(=O)Nc2cccc(C(=O)O)c2)c(C)o1
 : -5.2 | -2.2 | -0.1 | 1.4 | -5.0 | -6.4 | 1.4 | 0.9 | 5.8
22: Cc1c(C(=O)NCCCN2CCOCC2)sc2nc(-c3ccc(F)cc3)cn12
 : -27.4 | -4.5 | 0.9 | -3.4 | -5.8 | -8.9 | 3.5 | 4.7 | -12.6
23: Cc1ccc(S(=O)(=O)N2CCN(c3ncccn3)CC2)c(C)c1
 : 13.1 | -2.6 | 1.0 | -6.2 | -5.4 | -3.3 | 2.3 | -6.5 | -0.3
24: O=C(NCc1cccnc1)c1ccc(CS(=O)(=O)Cc2ccc(Cl)cc2)o1
 : 0.8 | -5.3 | 1.5 | -6.0 | -14.2 | -17.0 | 7.8 | 1.2 | -8.0
25: COc1ccccc1-c1nc(SCC(=O)N2CCC(C(N)=O)CC2)n[nH]1
 : -9.1 | -3.6 | 0.4 | -5.7 | -19.7 | -5.5 | 1.1 | 5.2 | -3.6
26: O=C1CC(Sc2nnnn2C2CCCCC2)C(=O)N1c1ccccc1 (stereo not drawn)
 : -4.7 | -1.2 | 0.7 | -3.3 | -8.6 | -10.0 | 1.3 | 1.4 | -3.2
27: O=C(CN1C(=O)NC2(CCCC2)C1=O)Oc1ccc2ccc(=O)oc2c1
 : -8.3 | -2.1 | 0.0 | -1.6 | -11.5 | -9.9 | 0.7 | 5.1 | -13.8
28: O=C(Cn1cnc2c(OCc3ccccc3)ncnc21)NCC1CCCO1 (stereo not drawn)
 : -4.1 | -0.6 | 0.8 | -2.2 | -10.3 | -3.4 | 0.5 | 8.2 | -2.0
29: O=C(CNC(=O)c1nc[nH]c1C(=O)NCc1ccccc1)OCc1ccccc1
 : 37.7* | -3.0 | 6.9 | -16.7 | -5.4 | -17.8 | 20.2 | -19.2 | 24.8

An excerpt from above in order of their number in CHRM1 PAM, high to low:
no. | SMILES | M1 antag | M1 ag | M4 ag | CHRM1 PAM | M4 antag
25 | COc1ccccc1-c1nc(SCC(=O)N2CCC(C(N)=O)CC2)n[nH]1 | -9.1 | -3.6 | 1.1 | 5.2 | -3.6
26 | O=C1CC(Sc2nnnn2C2CCCCC2)C(=O)N1c1ccccc1 (stereo not drawn) | -4.7 | -1.2 | 1.3 | 1.4 | -3.2
24 | O=C(NCc1cccnc1)c1ccc(CS(=O)(=O)Cc2ccc(Cl)cc2)o1 | 0.8 | -5.3 | 7.8 | 1.2 | -8.0
21 | Cc1cc(C(=O)Nc2cccc(C(=O)O)c2)c(C)o1 | -5.2 | -2.2 | 1.4 | 0.9 | 5.8
29 | O=C(CNC(=O)c1nc[nH]c1C(=O)NCc1ccccc1)OCc1ccccc1 | 37.7* | -3.0 | 20.2 | -19.2 | 24.8

2 entries picked at random from those above, as already listed:
Results follow in this order: M1 antag | M1 ag | CHO-K1 Ca ag | OXTR potentiator | CHO-K1 Ca antag | CHO parental Ca | M4 ag | CHRM1 PAM | M4 antag
11: O=C1CCC(C(=O)N2CCCCO2)CN1CCc1ccc(Cl)cc1 (stereo not drawn)
 : 15.5 | -2.4 | -0.2 | 0.2 | 3.2 | -9.4 | 1.6 | -2.6 | 1.2
23: Cc1ccc(S(=O)(=O)N2CCN(c3ncccn3)CC2)c(C)c1
 : 13.1 | -2.6 | 1.0 | -6.2 | -5.4 | -3.3 | 2.3 | -6.5 | -0.3
